# S3 lipid droplet: qHTS Assay for Lipid Storage Modulators in Drosophila S3 Cells; lipid storage change, negative = inhibition, % at the top dose, mostly 46.1 µM; hits show Potency in µM; AID 2685, 2010; Drosophila S3 cells, BODIPY lipid droplet fluorescence, 18-24 h; cells fed with added oleic acid; hit rate 0.64% among 320,000; active means well fitted inhibition curve with a large enough effect in the signal ratio, with a control signal flat, not every such curve was filed as active; inconclusive means small, poorly fitted or top-dose-only effect, or effect the other way, or a change in a side signal; the % refers to the signal ratio
#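 Drosophila S3 cells got compounds at several concentrations plus oleic acid (400 uM solution). Laser-scanning cytometry with 488 nm excitation read lipid droplets at 500-530 nm and cells at 575-640 nm. Percent activity was relative to 20 uM Triacsin C.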
# S3 lipid droplet cell count max: also measured in S3 lipid droplet; calls as there; cell number change, %; measured here: cell count max response;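 cells counted by Cell Tracker Red CMTPX staining in the red channel; peak over a dose series mostly up to 46.1 µM; percent activity relative to internal control wells on each plate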
# An asterisk follows results filed as active; i = inactive; ? = inconclusive; · = no result given; [ ] = remark or other dose. On the % scale 0 is the no-effect control and ±100 the full control effect; potency means the concentration at half of the fitted maximal effect.
SMILES,S3 lipid droplet,S3 lipid droplet cell count max
CC(C)(C)C(=O)N1CCN(c2c(Cl)cccc2[N+](=O)[O-])CC1,?,·
Cc1ccc(CN2CCC(n3nccc3NC(=O)c3ccc4c(c3)OCO4)CC2)o1,?,·
O=C(CC(NC(=O)C(F)(F)F)c1ccccc1)Nc1nnc(CCc2ccccc2)s1 (stereo not given),-14%,-8
COc1ccc(CNC(=O)NC(C)(C)c2cccc(C(C)(C)NC(=O)NCc3ccc(OC)cc3)c2)cc1,4%,17
COc1ccc(CN2CCNC(=O)C2CC(=O)NCc2cccc(C)n2)c(OC)c1 (stereo not given),-3%,-5
Cc1ccccc1N(CC(=O)NCC1CCCO1)C(=O)C1(C)CC(=O)N=C2C=CC=CN21 (stereo not given),?,·
COc1ccc(OC)c(N2C(=O)CC(C(C)c3ccccc3)C2=O)c1 (stereo not given),?,·
O=C(COc1ccccc1C(=O)Nc1ccccc1)NCCc1ccccc1,6%,18
CC(C)(C)NC(=O)c1cc([N+](=O)[O-])ccc1N1CCCCC1,7%,8
CSc1ccccc1NC(=O)c1cnc2scc(C)n2c1=O,?,·
CCOC(=O)CSc1nc2ccccc2n1CC(=O)N(C(C)C)C(C)C,?,·
Cc1cc(OCC(=O)NC2CC(C)(C)NC(C)(C)C2)c2c(C)c(C)c(=O)oc2c1,4%,22
CCCCOc1ccc(/C=N/NC(=O)C2CCCNC2=O)cc1 (stereo not given),-12%,6
CCOc1ccc(-c2nnc(N(CC)C(=O)C3CCC3)s2)cc1,?,·
N#C/C(=C\c1cccnc1)C(=O)Nc1ccccc1,16%,-3
Cc1cc(C(=O)NC2CCCc3c2cnn3-c2ccc(C)c(C)c2)n(C)n1 (stereo not given),?,·
Cc1cc(NS(=O)(=O)c2ccc(NC(=O)c3ccc(Br)o3)cc2)nc(C)n1,?,·
O=C(OCc1cc(-c2ccccc2)no1)c1ccc2ccccc2n1,14%,24
CC(C)Oc1ccc(CNC(=O)Cn2c(=O)c3cccn3c3cccnc32)cc1,i,-16
S=C(NC1CCCCC1)c1ccc2c(c1)OCO2,0%,11
O=C(Nc1cccnc1Cl)c1cc2ccccc2o1,14%,8
COC(=O)C1=C(C)N(Cc2ccccc2)C(=O)N[C@H]1c1ccc(Br)cc1,13%,4
CC(Sc1nnnn1-c1ccc(Cl)cc1)C(=O)NCC(=O)Nc1ccc(F)c(F)c1F (stereo not given),?,·
Cc1ccc(C(=O)NC(=S)Nc2ccccc2N2CCCC2)cc1[N+](=O)[O-],?,·
CCOC(=O)/C=C1/SCC(=O)N1CC(=O)Nc1cccc(F)c1,3%,-4
Cc1nccn1CCOc1ccc(Cl)cc1,?,·
CCN(CC)S(=O)(=O)c1ccc(/C=C/C(=O)Nc2ccc(Br)cc2F)cc1,?,·
COc1ccc(NC(=O)NC2(C(=O)N3CCOCC3)CCCCC2)cc1,i,-8
COc1cc(/C=N/NC(=O)Nc2ccccc2)ccc1OC(C)=O,?,·
Cc1ccc2c(c1)sc1nc(=O)ccn12,?,·

# 3 compounds already listed, arranged by their value in S3 lipid droplet cell count max, rising:
SMILES,S3 lipid droplet,S3 lipid droplet cell count max
CCOC(=O)/C=C1/SCC(=O)N1CC(=O)Nc1cccc(F)c1,3%,-4
O=C(Nc1cccnc1Cl)c1cc2ccccc2o1,14%,8
O=C(OCc1cc(-c2ccccc2)no1)c1ccc2ccccc2n1,14%,24

# (next part)
SMILES,S3 lipid droplet,S3 lipid droplet cell count max
COC(CNC(=O)CN1CCN(Cc2ccc(F)cc2Cl)C1=O)OC,15%,-2
COCc1cc(CN2CCN(CCCc3ccccc3)C(CCO)C2)ccc1OC (stereo not given),?,·
CCOC(=O)c1nnn2c1nc(N1CCN(C)CC1)c1ccccc12,15%,5
O=C(CCc1c[nH]c2ccccc12)OCc1ccc(Br)cc1,?,·
COc1ccccc1S(=O)(=O)N1CCN(S(=O)(=O)c2cccs2)CC1,2%,2
Cc1ccc(Nc2nc(N)nc(CSc3nc4ccccc4s3)n2)cc1,5%,8
NC(=O)C1CCN(CC(O)COc2ccc(-c3ccccc3)cc2)CC1 (stereo not given),4%,8
CCN(CC)Cc1c(C(=O)OC(C)C)nnn1-c1nonc1N,?,·
O=C(NCC(c1ccco1)N1CCCC1)c1cccc(S(=O)(=O)Nc2ccc(F)cc2)c1 (stereo not given),?,·
COC(=O)c1ccc(COC(=O)C2CCN(S(=O)(=O)c3c(Cl)cccc3Cl)CC2)o1,?,·
CCOC(=O)C1=C(C)NC(=O)NC1c1c(C)nn(-c2ccccc2)c1Cl (stereo not given),?,·
COc1ccc(C(=O)N2CCC(n3c(C)nc4cc(F)ccc43)CC2)cc1,?,·
CCN(CC)S(=O)(=O)c1cccc(C(=O)OCC(=O)C23CC4CC(CC(C4)C2)C3)c1,?,·
Cc1cc(C)cc(OCC(=O)Nc2cccc(-c3nnc(-c4ccco4)o3)c2)c1,?,·
COc1cc(C(=O)NNC(=O)c2ccccc2Br)ccc1OCC(=O)N1CCOCC1,0%,-13
CC(=O)c1ccc(NC(=O)Cc2ccsc2)cc1,i,18
COc1ccc(/C=c2\s/c(=C(/C#N)C(=O)NCc3ccco3)n(-c3ccccc3)c2=O)cc1,-22%,-9
Cc1cccc(N2C(=S)NC3c4ccccc4OC2(C)C3C(=O)N(C)C)c1 (stereo not given),1%,-6
COc1ccc(-c2c(-c3cc(OC)cc(OC)c3)n(C)c3ccc(Br)cc23)cc1,?,·
CCCCNc1nc2c(c(=O)[nH]c(=O)n2C)n1CCOc1ccccc1,-2%[9.22 µM],-19
N#Cc1c(N)sc2c1CCN(C(=O)OCc1ccccc1)C2,?,·
CCOC(=O)c1c(C)[nH]c(C)c1C(=O)COC(=O)CNC(=O)c1ccc(OCC)cc1,?,·
NS(=O)(=O)c1ccc(CNC(=O)Cc2c(F)cccc2Cl)cc1,?,·
COc1ccccc1OCC(=O)N(Cc1nnc(-c2ccccc2Cl)o1)C1CC1,?,·
CN1CCc2ccc(NC(=O)c3ccc(C(F)(F)F)cc3)cc2C1,2%,1
O=C(NNC(=O)c1ccccc1-c1ccccc1C(=O)O)c1ccccc1,?,·
CN(C(=O)COc1ccccc1)C1CCS(=O)(=O)C1 (stereo not given),-10%,-16
Cc1ccc(C(=O)N/N=C\C=C\c2ccc(Br)cc2)cn1,3%,1
COc1ccccc1CC(=O)Nc1nc(-c2ccc(F)c(F)c2)cs1,?,·
CC1CC(C)CN(CCCNC(=O)c2ccc3c(c2)NC(=O)CS3)C1 (stereo not given),i,24
CC(C)(C)c1nc(Sc2ncccc2[N+](=O)[O-])n[nH]1,-7%,21
O=C(O)CCCCCNc1ccc2nsnc2c1[N+](=O)[O-],-3%,-4
COc1cc(NC(=O)c2cccc(Cl)c2)ccc1NC(=O)c1cccs1,18%,-2
CNc1nc(C)c(C(=O)c2ccc(Cl)cc2)s1,i,16
Cc1sc(NC(=O)c2ccccc2)c(C(c2ccccn2)N2CCN(CCO)CC2)c1C (stereo not given),i,1
Cc1ccc(NC(=O)c2cccs2)cc1[N+](=O)[O-],7%,-1
Cc1cccc(NC(=O)C2CCN(S(=O)(=O)c3cccc4cccnc34)CC2)n1,?,·
CCC(C)N1CCN(S(=O)(=O)c2ccc3ccccc3c2)CC1 (stereo not given),?,·
O=C(NCc1ccc(F)cc1)c1ccc[nH]1,?,·
COc1ccc(CCNC(=O)CN2c3cccc4cccc(c34)S2(=O)=O)cc1,?,·
Cc1c(C(=O)N2CCOCC2)c(S(=O)(=O)Nc2ccc(F)cc2)c(C)n1C,i,-10
CCCC1CCC(C2=N/C(=C\c3ccc(OC)c(OC)c3)C(=O)O2)CC1 (stereo not given),i,·
CCCCC1=CC2=CC(=O)C(C)(OC(=O)CC)C(=O)C2=CN1CCN1CCOCC1 (stereo not given),?,·
CCOC(=O)c1c(NC(=O)COc2ncnc3ccccc23)sc(C)c1CC,-3%,16
CCc1ccc(OCCNC(=O)c2ccc(S(=O)(=O)N(C)C)cc2)cc1,i,-5
Cc1cc(C)nc(-n2ncc3c2CC(c2ccccc2C)CC3=O)n1 (stereo not given),5%,4
O=C(C1CCN(C2CCN(C/C(Cl)=C/c3ccccc3)CC2)CC1)N1CCOCC1,-14%,-12
CCCCCCC(=O)N=Nc1c(O)[nH]c2ccc([N+](=O)[O-])cc12,?,·
COc1ccc(N2CCN(Cc3cc(=O)oc4ccc5ccccc5c34)CC2)cc1,8%,-6
Cc1ccc2oc(-c3cccc(NC(=S)NC(=O)/C=C/c4ccco4)c3)nc2c1,?,·
COc1ccc(C(=O)c2ccc(OC)c3cccc(O)c23)cc1OC,?,·
O=C1/C(=C/c2ccco2)CCc2ccccc21,?,·
O=C1c2ccccc2NC(c2ccco2)N1/N=C/c1ccco1 (stereo not given),-10%,-5
NS(=O)(=O)c1ccc(NC(=O)NC2CC(=O)N(c3ccc4c(c3)OCCO4)C2)cc1 (stereo not given),?,·
C#CCNC(=O)C1=C[C@@H](c2ccc(Br)cc2)C[C@@H](OCCCCO)O1,12%,1
CC(C)(C)c1ccc(CCC2OCC(C[N+]3(C)CCOCC3)O2)cc1 (stereo not given),-8%,-1
Cc1ccccc1NS(=O)(=O)c1cc(C(=O)NCCC2=CCCCC2)ccc1Cl,4%,2
CC(Oc1cc(C(F)(F)F)cc(C(F)(F)F)c1)C(=O)NC(N)=O (stereo not given),?,·
CCN(CC)CCN=C1CCCc2ccccc2N1,-4%,1
CCOC(=O)CSc1ccc(S(=O)(=O)N2CCCCC2)cc1[N+](=O)[O-],11%,13

# Entries shown so far that have a thiophene ring, fused or not (7):
SMILES,S3 lipid droplet,S3 lipid droplet cell count max
COc1ccccc1S(=O)(=O)N1CCN(S(=O)(=O)c2cccs2)CC1,2%,2
CC(=O)c1ccc(NC(=O)Cc2ccsc2)cc1,i,18
N#Cc1c(N)sc2c1CCN(C(=O)OCc1ccccc1)C2,?,·
COc1cc(NC(=O)c2cccc(Cl)c2)ccc1NC(=O)c1cccs1,18%,-2
Cc1sc(NC(=O)c2ccccc2)c(C(c2ccccn2)N2CCN(CCO)CC2)c1C (stereo not given),i,1
Cc1ccc(NC(=O)c2cccs2)cc1[N+](=O)[O-],7%,-1
CCOC(=O)c1c(NC(=O)COc2ncnc3ccccc23)sc(C)c1CC,-3%,16

# Other entries:
SMILES,S3 lipid droplet,S3 lipid droplet cell count max
COC(=O)c1ccccc1NC(=O)c1cc(-c2ccc(O)cc2)on1,?,·
CCC(C)(C)n1nnnc1CN(Cc1ccco1)Cc1cc2cc3c(cc2[nH]c1=O)OCO3,?,·
Cn1c(=O)oc2cc(S(=O)(=O)N3CCCC(C(=O)N4CCc5ccccc5C4)C3)ccc21 (stereo not given),-1%,-11
Cc1cccc(OCC2Cn3c(nc4c3c(=O)[nH]c(=O)n4C)O2)c1 (stereo not given),8%,15
COc1ccc2c(CCNC(=O)c3ccc([N+](=O)[O-])cc3)c[nH]c2c1,0%,1
O=c1ccc2ccccc2o1,9%,12
CCOC(=O)c1cc2c(nc1NC(=S)Nc1ccccc1)CC(C)(CC)OC2 (stereo not given),-16%,-8
CC1CCN(CCOCCSc2ccc(Cl)cc2)CC1,23%,4
O=C(CNC(=O)c1ccccc1)N/N=C/c1cn[nH]c1-c1ccccc1,?,·
Cc1cc2nnc(SCC(=O)NCc3cccs3)n2c(N)n1,2%,4
COC(=O)CCC(=O)Nc1ccccc1C(=O)Nc1ccccc1,-7%,-19
CCOC(=O)c1c(NC(=O)COc2ncnc3sccc23)sc2c1CCC2,?,·
O=C(Nc1ccccc1O)c1ccc2c(c1)C(=O)N(c1ccccc1)C2=O,?,·
Cc1ccc(NS(=O)(=O)N2CCOCC2)c(C)c1,?,·
Cc1nc(-c2ccc(NC(=O)c3ccc(Br)o3)cc2)cs1,?,·

# Reformatted with bars between the fields: 5 of the compounds above
canonical_smiles | S3 lipid droplet | S3 lipid droplet cell count max
CC(Oc1cc(C(F)(F)F)cc(C(F)(F)F)c1)C(=O)NC(N)=O (stereo not given) | ? | ·
CCN(CC)CCN=C1CCCc2ccccc2N1 | -4% | 1
CCOC(=O)CSc1ccc(S(=O)(=O)N2CCCCC2)cc1[N+](=O)[O-] | 11% | 13
COC(=O)c1ccccc1NC(=O)c1cc(-c2ccc(O)cc2)on1 | ? | ·
CCC(C)(C)n1nnnc1CN(Cc1ccco1)Cc1cc2cc3c(cc2[nH]c1=O)OCO3 | ? | ·

# Following part:
SMILES,S3 lipid droplet,S3 lipid droplet cell count max
Cc1ccc(OCC(=O)NNC(=O)C2CCN(c3ncccn3)CC2)cc1,8%,-17
CCc1cc2c(=O)n3c(nc2s1)-c1[nH]c2ccc(OC)cc2c1CC3,?,·
CCc1nnc(NC(=O)CCC(=O)NC2CC2)s1,i,8
Cc1cccnc1NC(=O)c1cccc(S(=O)(=O)N2CCN(c3ccc(F)cc3)CC2)c1,?,·
Cc1noc(/C=C/c2ccco2)c1S(=O)(=O)N1CCC(C(=O)NC(C)c2ccccc2)CC1 (stereo not given),?,·
c1csc(-c2ccc3ccccc3n2)c1,?,·
COC(=O)CCSCC(=O)Nc1cc(C)on1,?,·
Cc1cccc(-n2nnnc2SCC(=O)c2cc(C)n(CC3CCCO3)c2C)c1 (stereo not given),8%,-28
CCOC(=O)c1c(C)nc(-c2ccccc2)nc1NC(C)=O,?,·
Cc1cc(C)nc(Oc2ccc([N+](=O)[O-])cc2)n1,2%,12
CCN1CCSc2ccc(C(=O)NCc3cccc(Br)c3)cc21,?,·
O=S(=O)(O)c1nc2ccccc2n1Cc1ccc(Cl)cc1Cl,13%,-13
CC(C)c1ccc(NC(=O)CSc2nc(=O)[nH]c3c2CCCC3)cc1,i,·

# Source: PubChem BioAssay

# Some of the compounds tested (hit frequency here may not be typical).
